All columns: NCI-60 one-dose screen, growth in % after 48 h at 10 µM unless noted; 100 = growth as untreated, 0 = no growth, -100 = all killed.
SF-539 = SF-539 CNS cancer; actives 6.8% (n = 81,000); AID 1794752
HCT-116 = HCT-116 colon cancer; AID 1794798; actives 7.3% (n = 82,000)
HCT-15 = HCT-15 colon cancer | actives 5.2% (n = 82,000)
SF-295 = SF-295 CNS cancer cells; actives 5.6% (n = 79,000)
SNB-19 = SNB-19 CNS cancer cells. actives 2.5% (n = 81,000)
KM12 = KM12 colon cancer cells; actives 5% (n = 82,000); AID 1794800
HCC-2998 = HCC-2998 colon cancer; actives 4.7% (n = 79,000)
SNB-75 = SNB-75 CNS cancer | actives 5% (n = 79,000) | AID 1794750
SW-620 = SW-620 colon cancer; actives 5.2% (n = 82,000); AID 1794795
The depositor's hits bear a star; . = no result given; & = joins results of further samples. The calls were made as follows: active = growth percent below 10; inactive = the rest. Compounds as they come; 11% or so of the library scored in one or more.

Codes – A = SF-539; B = HCT-116; C = HCT-15; D = SF-295; E = SNB-19; F = KM12; G = HCC-2998; H = SNB-75; I = SW-620
> CC1=C(c2cc(-c3ccc(N(C)C)cc3)nc(=S)[nH]2)C(c2ccccc2)NC(=S)N1 (stereo not given)
  A: 97 | B: 105 | C: 103 | D: 108 | E: 101 | F: 105 | G: 119 | H: 73 | I: 93
> N#Cc1c(N)nc2c(C#N)c(NC(=O)c3ccccc3)nn2c1-c1ccccc1
  A: 94 | B: 93 | C: 81 | D: 90 | E: 90 | F: 96 | G: 103 | H: 83 | I: 103
> Cc1cccc(CN2CCN(C(c3ccccc3)c3ccc(Cl)cc3)CC2)c1 (stereo not given)
  A: 91 | B: 68 | C: 85 | D: 91 | E: 99 | F: 98 | G: 69 | H: 86 | I: 82
> COc1cc(-c2cccc([N+](=O)[O-])c2)c(-c2nc(-c3ccccc3)c(-c3ccccc3)n2C2CC2)cc1OC
  A: 89 | B: 27 | C: 56 | D: 43 | E: 80 | F: 67 | G: 81 | H: 68 | I: 76
> Clc1ccc(N/N=C(/c2ccccc2)c2ccccn2)nc1
  A: 41 | B: 5.3* | C: 16 | D: 41 | E: 60 | F: 43 | G: 45 | H: 43 | I: 45
> O=[N+]([O-])c1ccc(N/N=C/c2cccc3ccccc23)cc1
  A: 94 | B: 94 | C: 88 | D: 93 | E: 103 | F: 86 | G: 104 | H: 94 | I: 99
> CSc1nc(C)c(Br)c(Sc2nc(N)nc3nc[nH]c23)n1
  A: 99 | B: 80 | C: 102 | D: 78 | E: . | F: 125 | G: 116 | H: 76 | I: 102
> COCC(C)(COP(=O)(N1CCOCC1)N1CCOCC1)CC(C)COP(=O)(N1CCOCC1)N1CCOCC1 (stereo not given)
  A: 97 | B: 101 | C: 102 | D: 91 | E: 101 | F: 104 | G: 101 | H: 87 | I: 112
> CCOC(=O)C1(NC(=O)CN2C(=O)c3ccccc3C2=O)CCCC1
  A: 107 | B: 104 | C: 106 | D: 120 | E: 97 | F: 111 | G: 105 | H: 82 | I: 107
> Cc1cn(-c2cc(C(=O)Nc3cccc(-c4cn(-c5ccc(S(N)(=O)=O)cc5)nn4)c3)cc(C(F)(F)F)c2)cn1
  A: 82 | B: 101 | C: 109 | D: 91 | E: 96 | F: 98 | G: 120 | H: 88 | I: 108
> CCCCCCCCSCCCC(=O)O
  A: 97 | B: 99 | C: 96 | D: 97 | E: 101 | F: 85 | G: 98 | H: 89 | I: 105
> Cc1c(C(=O)C(SC(=S)N(C)C)SC(=S)N(C)C)nnn1-c1ccc(Cl)cc1
  A: 104 | B: 92 | C: 97 | D: 101 | E: 94 | F: 102 | G: 129 | H: 93 | I: 97
> CN1CCN(C(=S)SCCCCOc2cc(=O)oc3ccccc23)CC1
  A: 99 | B: 87 | C: 88 | D: 78 | E: 95 | F: 85 | G: 98 | H: 94 | I: 100
> O=S(=O)(O)CCI
  A: 102 | B: 98 | C: 108 | D: 105 | E: 102 | F: 114 | G: 110 | H: 98 | I: 102
> Cc1nn(-c2ccccc2)c(Cl)c1C(CC(=O)c1ccc(Cl)cc1)CC(=O)c1ccc(Cl)cc1
  A: . | B: 75 | C: 87 | D: 92 | E: 82 | F: 86 | G: 99 | H: 87 | I: 96
> CCCCCOCCCN1C(=O)C2C3C=CC(C3)C2C1=O (stereo not given)
  A: 91 | B: 100 | C: 103 | D: 102 | E: 93 | F: 86 | G: 98 | H: 90 | I: 99
> CCOc1ccc(/C=C/C(=O)c2cccc(OCCCOc3cccc(C(=O)/C=C/c4ccc(OCC)cc4)c3)c2)cc1
  A: 110 | B: 82 | C: 76 | D: 76 | E: 92 | F: 93 | G: 95 | H: 84 | I: 98
> Cn1c(O)c(N=Nc2nc(-c3cc4ccccc4oc3=O)cs2)c2ccccc21
  A: 94 | B: 99 | C: 106 | D: 99 | E: 100 | F: 107 | G: 113 | H: 87 | I: 103
> C=CCSc1nnc(/N=C2\NC(=O)/C(=C/c3ccc(OC)cc3)S2)s1
  A: 94 | B: 98 | C: 75 | D: 96 | E: 93 | F: 56 | G: 94 | H: 88 | I: 93
> CCOC(=O)C[N+](C)(C)CCn1c2ccccc2c2nc3cc(C)c(C)cc3nc21
  A: 101 | B: 79 | C: 101 | D: 84 | E: 94 | F: 104 | G: 99 | H: 81 | I: 92
> COc1ccc(-c2nn(-c3ccccc3)cc2/C=N/Nc2nc(Nc3ccccc3)nc(Nc3ccc(S(N)(=O)=O)cc3)n2)cc1
  A: 89 | B: 75 | C: 85 | D: 91 | E: 101 | F: 87 | G: 110 | H: 110 | I: 116
> O=C(CCCCn1cnc2c(=S)nc[nH]c21)Nc1ccc(C(=O)O)c(O)c1
  A: 107 | B: 105 | C: 106 | D: 108 | E: 94 | F: 105 | G: 102 | H: 95 | I: 97
> CCOC(=O)c1nn(C2CCCCO2)c2ccc(NC(=O)c3ccccc3)cc12 (stereo not given)
  A: 92 | B: 90 | C: 93 | D: 101 | E: 101 | F: 99 | G: 104 | H: 72 | I: 103
> Cc1ccc2oc(=O)cc(C3OC4=C(C(=O)CCC4)C3c3cc(=O)oc4ccc(C)cc34)c2c1 (stereo not given)
  A: 93 | B: 83 | C: 98 | D: 94 | E: 98 | F: 106 | G: 103 | H: 82 | I: 109
> CC(C)(CCC(=O)N1CCSCC1)c1ccccc1
  A: 98 | B: 109 | C: 105 | D: 108 | E: 105 | F: 89 | G: 103 | H: 89 | I: 95

4 compounds from above, sorted by formula weight, ascending:
Codes – A = SF-539; B = HCT-116; C = HCT-15; D = SF-295; E = SNB-19; F = KM12; G = HCC-2998; H = SNB-75; I = SW-620
> Clc1ccc(N/N=C(/c2ccccc2)c2ccccn2)nc1
  A: 41 | B: 5.3* | C: 16 | D: 41 | E: 60 | F: 43 | G: 45 | H: 43 | I: 45
> Cc1cccc(CN2CCN(C(c3ccccc3)c3ccc(Cl)cc3)CC2)c1 (stereo not given)
  A: 91 | B: 68 | C: 85 | D: 91 | E: 99 | F: 98 | G: 69 | H: 86 | I: 82
> CCOC(=O)c1nn(C2CCCCO2)c2ccc(NC(=O)c3ccccc3)cc12 (stereo not given)
  A: 92 | B: 90 | C: 93 | D: 101 | E: 101 | F: 99 | G: 104 | H: 72 | I: 103
> Cc1nn(-c2ccccc2)c(Cl)c1C(CC(=O)c1ccc(Cl)cc1)CC(=O)c1ccc(Cl)cc1
  A: . | B: 75 | C: 87 | D: 92 | E: 82 | F: 86 | G: 99 | H: 87 | I: 96

The listing picks up; the three compounds before the break are reprinted first.
| structure | SF-539 | HCT-116 | HCT-15 | SF-295 | SNB-19 | KM12 | HCC-2998 | SNB-75 | SW-620 |
| --- | --- | --- | --- | --- | --- | --- | --- | --- | --- |
| CCOC(=O)c1nn(C2CCCCO2)c2ccc(NC(=O)c3ccccc3)cc12 (stereo not given) | 92 | 90 | 93 | 101 | 101 | 99 | 104 | 72 | 103 |
| Cc1ccc2oc(=O)cc(C3OC4=C(C(=O)CCC4)C3c3cc(=O)oc4ccc(C)cc34)c2c1 (stereo not given) | 93 | 83 | 98 | 94 | 98 | 106 | 103 | 82 | 109 |
| CC(C)(CCC(=O)N1CCSCC1)c1ccccc1 | 98 | 109 | 105 | 108 | 105 | 89 | 103 | 89 | 95 |
| C#CCNC(=O)CCC(=O)OC[C@]12CC[C@@H](C)[C@H](C)[C@H]1C1=CC[C@@H]3[C@@]4(C)CCCNC(C)(C)[C@@H]4CC[C@@]3(C)[C@]1(C)CC2 | 95 | 76 | 61 | 85 | 83 | 73 | 80 | 87 | 90 |
| CCCCSc1ccccc1 | 102 | 101 | 107 | 99 | 106 | 100 | 105 | 97 | 104 |
| O=C(NNC(=O)c1ccc(Cl)cc1Cl)c1ccccc1 | 98&107 | 107&101 | 102&113 | 94&105 | 109&101 | 101&112 | 96&95 | 111&93 | 111 |
| CCN(CC)C(=O)C(C(C)C)N1C(=O)/C(=C/c2ccc(Br)cc2)SC1=S (stereo not given) | 104 | 102 | 100 | 106 | 98 | 104 | 103 | 86 | 104 |
| COc1cc(-c2nc(-c3nc4ccccc4[nH]3)cc3c2[nH]c2ccccc23)cc(OC)c1OC | 68 | 23 | 42 | 1.1* | 67 | 19 | 57 | 79 | 56 |
| O=C(NCc1ccccc1)/C(=C/c1ccccc1)NC(=O)c1ccccc1 | 115 | 107 | 106 | 106 | 97 | 101 | 102 | 98 | 102 |
| O=C1CC2(C(=O)N1)c1ccccc1-c1ccccc12 | 91 | 96 | 83 | 92 | 100 | 90 | 91 | 83 | 88 |
| CC(=O)OC(OC(C)=O)c1ccccc1[N+](=O)[O-] | 108 | 110 | 100 | 114 | 103 | 103 | 108 | 98 | 103 |
| CC(=O)CC(=O)Nc1cccc(Br)c1 | 101 | 105 | 112 | 98 | 106 | 108 | 101 | 90 | 110 |
| O=c1ccc(-c2ccc(F)cc2F)nn1Cc1nc2ncccc2o1 | 99 | 98 | 102 | 103 | 103 | 105 | 119 | 102 | 103 |
| NCc1cc(Br)cc(Br)c1O | 104 | 109 | 58 | 108 | 104 | 101 | 103 | 94 | 94 |
| CCc1ccnc(NCc2cn(-c3ccc(C(=O)O)cc3)nc2-c2ccc(C(=O)O)cc2)c1 | 98 | 103 | 103 | 97 | 94 | 99 | 98 | 97 | 101 |
| CCOC(=O)c1cn2ncnc(Oc3ccc(NC(=O)NCCN(C)C)c(Cl)c3)c2c1C | 72 | 36 | 23 | 95 | 83 | 93 | 80 | 99 | 32 |
| CC(C)N1C(=O)/C(=c2\sc3n(c2=O)C2C(NN=3)N(C)C(=O)N2C)c2ccccc21 (stereo not given) | 49 | 51 | 38 | 50 | 62 | 44 | 79 | 4.3* | 30 |

Compound profiles (already shown). Order of values: SF-539	HCT-116	HCT-15	SF-295	SNB-19	KM12	HCC-2998	SNB-75	SW-620
Record of O=C(NCc1ccccc1)/C(=C/c1ccccc1)NC(=O)c1ccccc1 = 115	107	106	106	97	101	102	98	102
Record of C#CCNC(=O)CCC(=O)OC[C@]12CC[C@@H](C)[C@H](C)[C@H]1C1=CC[C@@H]3[C@@]4(C)CCCNC(C)(C)[C@@H]4CC[C@@]3(C)[C@]1(C)CC2 = 95	76	61	85	83	73	80	87	90
Record of CCN(CC)C(=O)C(C(C)C)N1C(=O)/C(=C/c2ccc(Br)cc2)SC1=S (stereo not given) = 104	102	100	106	98	104	103	86	104

High-throughput results (PubChem BioAssay)
